Compound activity as filed in PubChem BioAssay.
Mdm2 MdmX PPI – inhibitors of human Mdm2/MdmX interaction; O15151+Q00987; SaOS-2 split-luciferase Mdm2/MdmX complementation, luminescence; inhibition, % at 8 µM; 330,000 tested, 3% active; AID 485346;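 active = inhibition of at least 50% at 8 µM in the primary screen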
Target sequence (O15151 whole entry, looked up): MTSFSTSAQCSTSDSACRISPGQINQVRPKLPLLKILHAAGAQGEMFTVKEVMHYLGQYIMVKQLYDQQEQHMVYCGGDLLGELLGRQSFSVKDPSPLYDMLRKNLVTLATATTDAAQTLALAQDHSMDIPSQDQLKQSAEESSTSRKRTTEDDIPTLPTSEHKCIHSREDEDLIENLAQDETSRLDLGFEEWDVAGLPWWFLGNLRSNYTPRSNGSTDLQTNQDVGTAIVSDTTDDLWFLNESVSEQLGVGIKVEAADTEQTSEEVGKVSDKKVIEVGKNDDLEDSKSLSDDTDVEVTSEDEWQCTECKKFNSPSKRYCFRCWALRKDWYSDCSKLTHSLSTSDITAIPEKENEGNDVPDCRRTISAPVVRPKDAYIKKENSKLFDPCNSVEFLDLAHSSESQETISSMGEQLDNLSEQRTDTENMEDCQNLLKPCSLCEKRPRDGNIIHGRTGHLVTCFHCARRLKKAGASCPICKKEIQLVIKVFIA
Target sequence (Q00987 whole entry, looked up): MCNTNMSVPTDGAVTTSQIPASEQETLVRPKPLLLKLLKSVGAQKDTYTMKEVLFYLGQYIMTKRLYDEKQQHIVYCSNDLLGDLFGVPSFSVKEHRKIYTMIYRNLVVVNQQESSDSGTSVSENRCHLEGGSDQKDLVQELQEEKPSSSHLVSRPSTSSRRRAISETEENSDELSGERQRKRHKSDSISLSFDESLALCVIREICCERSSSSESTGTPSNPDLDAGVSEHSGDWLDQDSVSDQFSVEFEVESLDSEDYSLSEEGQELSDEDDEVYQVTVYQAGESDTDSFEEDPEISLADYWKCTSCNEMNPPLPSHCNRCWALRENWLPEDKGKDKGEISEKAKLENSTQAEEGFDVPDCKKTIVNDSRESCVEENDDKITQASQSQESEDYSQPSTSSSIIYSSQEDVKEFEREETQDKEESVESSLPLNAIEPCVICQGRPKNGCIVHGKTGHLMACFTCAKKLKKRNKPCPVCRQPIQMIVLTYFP
697 NFkB inh – inhibitors of the PMA/ionomycin-induced NF-kB reporter in 697 B cells; 697 B-cell NF-kB luciferase reporter, 16 h; 330,000 tested, 0.33% active; inhibition, % at 4 µM; in the data active = inhibition above about 35%
UPR CHOP act – activators of apoptotic arm of unfolded protein response (CHOP); CHO-CHOP luciferase reporter, UPR activation, luminescence; percent of tunicamycin response over DMSO baseline; activation, % at 10 µM; 330,000 tested, 0.34% active; AID 449763;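 active = at 10 µM dose, activation of 40% or more, normalized to positive control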;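 note: 100% = tunicamycin at 10 µg/mL and 0% = DMSO alone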
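Test system: CHO-CHOP cells, stable luciferase reporter of PERK-eIF2a-CHOP signalling | Quantity: 500 CHO-CHOP cells per well | Buffer or medium: F12 plus 10% serum | Compound dosing: 10 µM single point, 0.5% DMSO | Schedule: 6 h compound treatment, 37 °C | Signal: Luciferase luminescence | Control set: Tunicamycin high control, DMSO low control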
Jurkat NFkB inh – inhibitors of the PMA/ionomycin-induced NF-kB reporter in Jurkat cells; PMA/ionomycin-induced NF-kB luciferase reporter, luminescence; inhibition, % at 4 µM; 330,000 tested, 0.53% active; AID 435003; in the data active = inhibition above about 50%
XBP1 UPR activ – adaptive UPR (XBP1) activation | CHO-XBP1 luciferase reporter, IRE1-XBP1 UPR activation, luminescence; percent of tunicamycin response, DMSO as zero | activation, % at 20 µM | 330,000 tested, 0.33% active | AID 463104;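 active = versus positive control, 20 µM dose yields 30% or more activation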;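 note: 100% = tunicamycin at 10 µg/mL and 0% = DMSO only wells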
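Material – CHO cell line with stable XBP1 luciferase reporter · Buffer or medium – F12 plus 10% FBS · Compound – single point, 20 µM final compound, 1% DMSO · Schedule – 16-18 h cell attachment at 37 °C, then 6 h compound exposure · Signal – Steady-Glo luminescence read · Benchmarks – high control tunicamycin 10 µg/mL final, low control DMSO vehicle only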
tim10-1 inh – growth inhibitors of tim10-1 mutant yeast | S. cerevisiae tim10-1 ts strain growth, BacTiter-Glo, 24 h | inhibition, % at 20 µM | 330,000 tested, 2.2% active | AID 463190;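 active = inhibition of at least 40%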;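 note: mutant grown at 25 °C; 0% = DMSO wells with yeast and 100% = wells holding no yeast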
TIM10 inh – growth inhibitors of TIM10 yeast strain; 330,000 tested, 1.4% active; AID 463195; S. cerevisiae TIM10 strain growth, BacTiter-Glo luminescence, 24 h; inhibition, % at 10 µM;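 active = inhibition of 40% or more at the single tested concentration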;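 note: wild-type TIM10 isogenic control strain grown at permissive 25 °C; 0% = DMSO yeast wells and 100% = minimal medium wells without yeast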
tim23-1 inh – tim23-1 yeast growth inhibition; S. cerevisiae tim23-1 growth, BacTiter-Glo luminescence, 24 h; inhibition, % at 20 µM; 330,000 tested, 1.3% active;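 active = growth inhibition of the mutant yeast at or above 50%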;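 note: temperature-sensitive mutant grown at 25 °C; plate controls were DMSO-treated mutant yeast for no effect and medium wells lacking yeast for full effect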
* = called active by the depositor.

entry	smiles	Mdm2 MdmX PPI	697 NFkB inh	UPR CHOP act	Jurkat NFkB inh	XBP1 UPR activ	tim10-1 inh	TIM10 inh	tim23-1 inh
1	CC(=O)c1cccc(NC(=O)c2cc(=O)[nH]c3ccc(S(=O)(=O)N4CCOCC4)cc23)c1	6	-3	-0.6	-4	-1	10	1	6
2	CCOC(=O)C1CCCN(CC(=O)Nc2cccc(C(C)=O)c2)C1 (stereo unspecified)	0	7	-0.4	-12	0	-2	-5	14
3	Cn1c(=O)c2[nH]c(-c3ccccc3O)nc2n(C)c1=O	4	-6	0.4	-1	1	-16	-6	-14
4	COc1ccc(-c2noc3c2-c2nc(-c4ccc(C)cc4)sc2CC3)cc1	17	19	1.4	8	0	19	11	19
5	O=c1c(-c2nnc(SCc3ccc(Cl)c(Cl)c3)o2)cccn1Cc1ccccc1	1	-11	-1.6	12	1	33	43*	42
6	COc1cccc(C2/C(=C(/O)c3ccc(F)cc3)C(=O)C(=O)N2CCN(C)C)c1 (stereo unspecified)	22	7	0.2	16	-3	-13	2	5
7	COc1ccc(/C=C(/C#N)C(=O)Nc2cccnc2)cc1OC	4	-21	-0.2	-12	2	3	5	35
8	Cc1cc(C)cc(OCc2nnc(SCC(=O)c3ccc(Br)cc3)o2)c1	4	15	-0.3	-29	0	16	7	22
9	CC(Cl)C(=O)NC(=O)NC12CC3CC(CC(C3)C1)C2 (stereo unspecified)	-2	-4	1.6	4	2	42*	29	45
10	COc1ccc(/C=C2\N=C(C(C)(C)C)OC2=O)c(OC)c1	0	-17	2.3	11	-4	36	14	22
11	O=C(C1CCCCC1)N1CCC(c2nc3ccccc3[nH]2)CC1	-3	19	1.1	-3	0	4	-10	18
12	COc1ccc(C(=S)N2CCN(c3ccccc3C)CC2)cc1	-14	11	1.0	6	-3	28	32	51*

entry	smiles	Mdm2 MdmX PPI	697 NFkB inh	UPR CHOP act	Jurkat NFkB inh	XBP1 UPR activ	tim10-1 inh	TIM10 inh	tim23-1 inh
13	O=C(CSC1=NC2(CCCCCC2)N=C1c1ccccc1)Nc1ccc2c(c1)OCCO2	10	21	-2.5	-3	-2	30	7	38
14	O=C(Cc1ncc(C(F)(F)F)cc1Cl)N1CCN(c2ccccn2)CC1	3	-3	2.4	-5	-2	12	6	8
15	Cc1csc(NC(=O)C2CSC3(C)CCC(=O)N23)n1 (stereo unspecified)	19	-1	2.3	2	1	-21	1	-2
16	CC1(C)Cc2cccc(OCC(=O)N3CCN(c4cccc(Cl)c4)CC3)c2O1	12	-1	1.7	10	-3	32	7	35
17	O=C(NCc1nnc(SCC(=O)N2CCN(c3ccccc3)CC2)o1)c1ccc(F)cc1	16	-28	-1.6	4	-2	8	3	16
18	CCOc1ccc(OCCCC(=O)NC2=NCCS2)cc1	12	1	0.7	12	-1	11	-6	-1
19	O=C(NCc1ccc(Cl)cc1)Nc1ccc(F)cc1	7	5	2.8	-5	-6	-11	-12	3
20	O=C(c1cc(COc2c(F)cccc2F)on1)N1C[C@H]2CC[C@H]1C2	-93	-123	6.1	-110	-3	0	1	16
21	O=C(c1nc2ccccn2c1CNCC1OCCc2ccccc21)N1CCOCC1 (stereo unspecified)	-8	16	0.2	18	2	-9	2	-1
22	Cc1ccc(NC(=O)CC2SC(=Nc3ccc(O)cc3)NC2=O)cc1 (stereo unspecified)	8	3	-0.4	-24	-1	10	-5	3
23	CCOc1ccccc1NC(=O)N1CCC(NC(=O)C2CCCCC2)CC1	6	-4	1.8	2	0	0	6	12
24	C/C(=C\C(=O)C(F)(F)F)Nc1ccc(C(F)(F)F)cc1	5	9	-2.1	12	1	3	1	4

entry	smiles	Mdm2 MdmX PPI	697 NFkB inh	UPR CHOP act	Jurkat NFkB inh	XBP1 UPR activ	tim10-1 inh	TIM10 inh	tim23-1 inh
25	CNc1c(NS(=O)(=O)c2ccc(C(C)(C)C)cc2)c(=O)oc2ccccc12	-14	16	-1.6	-2	-4	-13	12	3
26	COc1ccc(C(=O)Nc2cccc(N(C)S(C)(=O)=O)c2)cc1OC	7	-58	3.4	-47	0	-2	-2	3
27	COc1ccc(CCNC(=O)COC(=O)Cn2cnc3ccccc3c2=O)cc1	13	16	1.0	-6	-2	-13	-15	5
28	CN(C(=O)CSc1nc2scc(-c3ccccc3)c2c(=O)[nH]1)c1ccccc1	15	0	4.6	4	1	21	31	38
29	COc1ccc(C(=O)NCCCOc2cccnc2)cc1OC1CCN(C(C)=O)CC1	15	-3	-1.0	-14	-4	5	0	2
30	CO/N=C/C(=N\Nc1ccc(OC)cc1)C(=O)c1ccc(F)cc1	25	6	-0.5	-5	0	-8	-4	8
31	Cc1ccc(-c2ccc3c(c2)S(=O)(=O)c2ccccc2C3=O)cc1	-16	-88	10	-111	4	-2	-18	-4
32	Cc1ccc(C(=O)Nc2ccccc2-c2ccccc2)cc1S(=O)(=O)Nc1cccc(C)c1C	24	5	0.6	6	-1	29	26	23
33	O=C(CS(=O)(=O)c1ccccc1)Nc1nccs1	-3	5	0.7	1	0	1	-8	10
34	CCOC(CCn1c(SCC(=O)Nc2cc(C)on2)nc2ccccc2c1=O)OCC	24	-2	-0.2	-1	-3	18	17	11
35	CC1(C)CC(=O)C/C(=N/NC(=O)COc2ccc(Cl)cc2Cl)C1	15	10	2.3	7	-2	-15	-8	-8
36	COCCN1C=C(C(=O)OC)C(c2ccc3c(c2)OCO3)C(C(=O)OC)=C1	-25	-55	2.7	-16	-1	25	23	28

entry	smiles	Mdm2 MdmX PPI	697 NFkB inh	UPR CHOP act	Jurkat NFkB inh	XBP1 UPR activ	tim10-1 inh	TIM10 inh	tim23-1 inh
37	O=C(NCc1ccncc1)Nc1ccccc1F	7	-2	7.9	-9	-5	7	-4	4
38	O=C(NNS(=O)(=O)c1ccccc1F)c1cc(-c2ccccc2)n[nH]1	-8	14	0.0	-1	0	-12	-9	-10
39	CC1N(C)c2cccc3cccc(c23)N1C	19	11	2.7	11	0	20	12	7
40	O=C(c1cn(-c2ccccc2)nc1-c1ccccc1)N1CCOCC1	-23	-18	0.8	-3	1	26	12	19
41	CCOC(=O)N1CCN(C(=O)CSc2ccccc2)CC1	-17	15	-2.5	-10	0	8	11	10
42	CCc1ccccc1NC(=O)CN1C(=O)C2CCCN2c2ncc(Cl)cc21 (stereo unspecified)	6	28	0.1	10	7	9	-3	6
43	COc1ccc(NC(=O)c2cccs2)c([N+](=O)[O-])c1	-76	-49	2.0	-50	0	17	8	19
44	Cc1sc(NC(=O)c2ccco2)c(CN2CCCCC2)c1C	-16	6	-0.9	-13	-1	18	9	19
45	Nc1nc(-c2ccco2)nn1C(=O)CCc1ccccc1	-19	11	0.1	11	2	15	12	12
46	Cc1cc(C(=O)NC(Cc2ccccc2)C(=O)O)c(C)o1 (stereo unspecified)	-9	11	0.4	4	-2	10	-13	-4
47	COc1ccccc1CN1CCNC(=O)C1CC(=O)N(C)Cc1ccon1 (stereo unspecified)	21	3	-0.2	5	5	11	-14	2
48	CC(C)(C)NS(=O)(=O)c1cc(C(=O)Nc2sccc2C#N)ccc1Cl	6	-3	-1.4	7	-4	12	3	20

Another view of part of the listing above:
[30] CO/N=C/C(=N\Nc1ccc(OC)cc1)C(=O)c1ccc(F)cc1
- Mdm2 MdmX PPI: 25
- 697 NFkB inh: 6
- UPR CHOP act: -0.5
- Jurkat NFkB inh: -5
- XBP1 UPR activ: 0
- tim10-1 inh: -8
- TIM10 inh: -4
- tim23-1 inh: 8

[11] O=C(C1CCCCC1)N1CCC(c2nc3ccccc3[nH]2)CC1
- Mdm2 MdmX PPI: -3
- 697 NFkB inh: 19
- UPR CHOP act: 1.1
- Jurkat NFkB inh: -3
- XBP1 UPR activ: 0
- tim10-1 inh: 4
- TIM10 inh: -10
- tim23-1 inh: 18

Additional structures.
entry	smiles	Mdm2 MdmX PPI	697 NFkB inh	UPR CHOP act	Jurkat NFkB inh	XBP1 UPR activ	tim10-1 inh	TIM10 inh	tim23-1 inh
49	COc1cc(C(=O)NNC(=S)NC(=O)/C=C/c2ccccc2)cc(OC)c1OC	14	20	1.1	24	1	21	19	-5
50	Cc1ccc(NC(=O)CCn2cccc2)cc1F	2	-3	1.9	-8	-1	15	-15	3
51	Cc1noc(C)c1C(=O)Nc1sccc1C(N)=O	-20	3	1.3	0	3	-22	8	-24
52	COc1ccccc1NC(=O)c1ccc(N)cc1	-6	-6	0.0	6	-1	-8	-2	-4
53	Oc1ccc(Br)cc1-c1cc(-c2ccco2)[nH]n1	3	3	0.2	2	5	48*	43*	68*
54	Cc1cccc(NC(=O)COC(=O)CCc2c[nH]c3ccccc23)c1	16	15	-1.5	-1	0	8	6	3
55	CC1(C(=O)N2CCN(Cc3ccccc3Cl)CC2)CC1(Cl)Cl (stereo unspecified)	3	4	11	-22	-1	8	20	29
56	O=C(CSc1nc2nc(-c3cccs3)cc(C(F)(F)F)c2c(=O)[nH]1)Nc1c(F)c(F)c(F)c(F)c1F	41	-21	1.3	5	-1	9	15	3
57	CCOc1cc(C(=O)N(C)Cc2cc3cc(OC)ccc3[nH]c2=O)cc(OCC)c1OCC	-5	5	-3.0	8	-3	2	-2	0
58	Cc1ccc(C(=O)NCCSc2c(C)[nH]c3ccccc23)cc1[N+](=O)[O-]	29	4	-2.7	-10	-3	29	10	20
59	COc1cccc(OCCOCCN(C)CCO)c1	-8	19	-1.8	6	-6	3	-7	11
60	COC(CNC(=O)c1ccc(Cn2c(=S)[nH]c3cc4c(cc3c2=O)OCO4)cc1)OC	-19	15	1.2	7	0	20	0	14

entry	smiles	Mdm2 MdmX PPI	697 NFkB inh	UPR CHOP act	Jurkat NFkB inh	XBP1 UPR activ	tim10-1 inh	TIM10 inh	tim23-1 inh
61	COC(=O)c1ccc(CSc2nc3ccccc3c(=O)n2N)cc1	-27	-12	1.1	-2	1	-4	8	19
62	CC(=O)c1ccc(NC(=O)c2noc3c2CCC3)cc1	14	-38	-4.1	-3	-6	1	2	5
63	C=CCn1c(SCC(=O)Nc2nc3ccccc3s2)nc(O)c(CC)c1=O	4	-10	3.4	-6	3	11	19	15
64	CCCCn1c(N)c(N(CCOC)C(=O)c2ccc(N3CCCC3)c([N+](=O)[O-])c2)c(=O)[nH]c1=O	4	24	2.3	-1	-1	5	-6	8
65	Cc1ccc(Nc2nc(C(=O)NCc3ccco3)cs2)cc1	20	-25	1.0	-13	1	36	38	24
66	O=C(c1cccs1)C1CCCN(Cc2nc(Cc3ccccc3F)no2)C1 (stereo unspecified)	17	7	-2.8	-1	-1	20	7	4

Fetched by compound from above (six):
entry	smiles	Mdm2 MdmX PPI	697 NFkB inh	UPR CHOP act	Jurkat NFkB inh	XBP1 UPR activ	tim10-1 inh	TIM10 inh	tim23-1 inh
64	CCCCn1c(N)c(N(CCOC)C(=O)c2ccc(N3CCCC3)c([N+](=O)[O-])c2)c(=O)[nH]c1=O	4	24	2.3	-1	-1	5	-6	8
62	CC(=O)c1ccc(NC(=O)c2noc3c2CCC3)cc1	14	-38	-4.1	-3	-6	1	2	5
61	COC(=O)c1ccc(CSc2nc3ccccc3c(=O)n2N)cc1	-27	-12	1.1	-2	1	-4	8	19
63	C=CCn1c(SCC(=O)Nc2nc3ccccc3s2)nc(O)c(CC)c1=O	4	-10	3.4	-6	3	11	19	15
66	O=C(c1cccs1)C1CCCN(Cc2nc(Cc3ccccc3F)no2)C1 (stereo unspecified)	17	7	-2.8	-1	-1	20	7	4
65	Cc1ccc(Nc2nc(C(=O)NCc3ccco3)cs2)cc1	20	-25	1.0	-13	1	36	38	24
